High-throughput results deposited in PubChem by several laboratories.
D1 mod = allosteric modulators of human D1 dopamine receptor. P21728. HEK293 D1, CRE-luciferase, dopamine EC30 potentiation; actives deviate in either direction. B-score at 10 µM. 58,000 compounds, 5.9% hits;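 active = luminescence count or its row- and column-corrected plate score outside the 99.7% band of the plate's sample wells, on either side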
Target sequence (P21728 whole entry, looked up): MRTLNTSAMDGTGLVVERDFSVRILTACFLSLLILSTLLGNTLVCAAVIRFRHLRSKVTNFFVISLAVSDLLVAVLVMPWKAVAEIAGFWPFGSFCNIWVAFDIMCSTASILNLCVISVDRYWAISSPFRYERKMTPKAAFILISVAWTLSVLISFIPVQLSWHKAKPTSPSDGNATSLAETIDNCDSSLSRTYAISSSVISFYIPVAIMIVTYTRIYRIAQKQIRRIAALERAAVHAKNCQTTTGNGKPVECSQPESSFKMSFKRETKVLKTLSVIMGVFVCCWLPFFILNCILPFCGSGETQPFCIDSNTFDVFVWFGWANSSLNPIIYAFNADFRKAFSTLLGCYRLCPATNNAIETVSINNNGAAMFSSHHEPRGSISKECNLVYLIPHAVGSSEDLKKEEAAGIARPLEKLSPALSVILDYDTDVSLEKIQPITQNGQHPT
FXIIa inh mix = blocks human factor XIIa in pooled compound mixtures | purified FXIIa, fluorogenic substrate | 62,000 compounds, 0.2% hits | inhibition, % at 5 µM | P00748; in the data active = inhibition above about 20%, passing the limit was not always enough;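 note: 0% = enzyme without compound and 100% = no enzyme blank; some results filed as inactive read as strong as hits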
Hsp90 block = displaces geldanamycin probe from tumor Hsp90; P07900; NCI-N417 lysate Hsp90, Cy3B-geldanamycin FP displacement; inhibition, % at 30 µM; 64,000 compounds, 0.35% hits; AID 429;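 active = inhibition above 50%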;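 note: 0% = tracer plus lysate wells and 100% = tracer alone without lysate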
HER2 expr 66K = lowers expression of human Her2 kinase | HER2 level % of control, % at 10 µM | SKBR-3 HER2 protein level, AlphaScreen, 18-24 h; stronger effect = lower value | 65,000 compounds, 0.69% hits | P04626;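 active = HER2 level under 5% of the carrier-only control; inconclusive = no clear call, values can overlap the other calls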;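 note: 100% = DMSO carrier and 0% = 500 nM PU-H71 HSP90 inhibitor; lower value means stronger loss of Her2 protein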
Cdc25B block = inhibitors of human Cdc25B phosphatase; 65,000 compounds, 0.1% hits; AID 368; inhibition, %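 (compounds tested at 10 µM final in the well)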; recombinant Cdc25B, OMFP fluorescence Ex485/Em525; P30305; in the data active = inhibition above about 50%
RORA act = activates the human nuclear receptor RORA; CHO-K1 Gal4-RORA LBD luciferase reporter, luminescence; percent increase over mock-subtracted basal signal; activation, % at 10 µM; 65,000 compounds, 1.5% hits;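 active = activation above the mean of all tested compounds plus 3 SD, cut at about 49% in these data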;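 note: 0% = DMSO-treated RORA cells and 100% = added signal equal to DMSO minus mock-transfected cells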
Target sequence (P35398 whole entry, looked up, the tested form may be a part): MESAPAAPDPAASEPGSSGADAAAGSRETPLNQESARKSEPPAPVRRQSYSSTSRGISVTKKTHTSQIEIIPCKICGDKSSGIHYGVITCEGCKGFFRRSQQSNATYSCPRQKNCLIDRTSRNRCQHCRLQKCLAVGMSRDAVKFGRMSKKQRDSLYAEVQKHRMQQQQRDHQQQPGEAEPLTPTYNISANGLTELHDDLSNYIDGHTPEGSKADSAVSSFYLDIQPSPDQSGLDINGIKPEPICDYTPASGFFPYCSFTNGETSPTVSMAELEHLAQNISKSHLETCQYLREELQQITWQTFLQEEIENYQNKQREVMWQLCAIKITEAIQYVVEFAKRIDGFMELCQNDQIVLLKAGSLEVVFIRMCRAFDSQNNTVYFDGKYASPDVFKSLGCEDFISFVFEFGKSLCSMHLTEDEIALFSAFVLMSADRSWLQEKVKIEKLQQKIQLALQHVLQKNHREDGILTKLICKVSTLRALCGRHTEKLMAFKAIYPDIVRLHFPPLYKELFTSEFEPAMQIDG
MKP-1 inh = blocks human MKP-1 phosphatase activity | recombinant MKP-1, OMFP hydrolysis fluorescence | 65,000 compounds, 0.15% hits | P28562 | AID 374 | inhibition, %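 (compounds tested at a single concentration somewhere between 10 and 100 µM)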;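 active = inhibition above about 50%, limit read from the data; inconclusive = inhibition over screen mean plus 3 SD, below that limit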;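 note: 0% = DMSO max control wells and 100% = wells with enzyme stopped by NaOH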
TNAP act mid DEA = human TNAP activation, intermediate phosphate acceptor. P05186. purified TNAP, CDP-star luminescence, 100 mM DEA, 30 min; stronger effect = higher value; scale: 0 levamisole-inhibited, 1 vehicle-only enzyme. activation factor at 20 µM. 64,000 tested, under 10 active. AID 813;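 active = activation factor of at least 2 at 20 µM, relative to controls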
SF-1 act = activators of human nuclear receptor SF-1. 65,000 compounds, 1.9% hits. Q13285. activation, % at 10 µM. CHO-K1 Gal4-SF-1 LBD luciferase reporter; % increase over DMSO SF-1-specific signal;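 active = activation above the mean activation of all tested compounds plus 3 SD, cut at about 50% in these data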
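Material: CHO-K1 cells with Gal4–hSF-1 LBD chimera plus Gal4-driven luciferase / Input: 4,000 CHO-K1 cells per well / Incubation: compound exposure 20 h at 37 °C / Signal: luminescence read 15 min after SteadyLite luciferase reagent, after room-temperature equilibration / Read-out: percent activation versus DMSO / Benchmarks: DMSO negative control and −SF1 background wells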
Numbers without * were called inactive; ? = inconclusive; / = not tested or not shown.

SMILES	D1 mod	FXIIa inh mix	Hsp90 block	HER2 expr 66K	Cdc25B block	RORA act	MKP-1 inh	TNAP act mid DEA	SF-1 act
COc1ccc(NC2c3ccccc3C(=O)N2c2cccnc2)cc1Cl (configuration not stated)	-0.42	-1	3	97	-9	9	5	1	-5
COc1ccc(-c2ccc(-c3nnn(CC(C)=O)n3)cc2)cc1	-1.4	1	0	82	-1	38	5	0.8	90*
CCOC(=O)c1ccc(NS(=O)(=O)c2ccc(SC)cc2)cc1	-1	35	0	109	-6	6	21	0.9	-2
O=S(=O)(c1cccc(-c2nn3c(-c4ccncc4)nnc3s2)c1)N1CCOCC1	0.016	1	-2	91	0	-7	-9	0.9	6
c1cnc(N2CCN(Cc3c[nH]c4ccccc34)CC2)nc1	-2.4	-12	-5	18	0	-21	-6	0.9	-21
COCC(C)NC(=O)c1ccc(N(C)C)cc1 (configuration not stated)	-0.37	10	-3	82	-3	0	3	0.9	-4
CCOc1ccccc1C(=O)NCCC(=O)O	0.01	5	2	98	6	0	9	0.9	-7
O=C(Nc1ccc(NC(=O)C2CC2)nc1)c1cccc(F)c1	0.36	4	-3	111	-10	-14	-15	0.9	26
O=C(COc1ccccc1)N1CCN(c2nnc(-c3ccccc3)c3ccccc23)CC1	0.35	8	-3	91	3	-16	11	0.9	6
CCN(CC)S(=O)(=O)c1cccc(C(=O)Nc2cccnc2)c1	0.12	-17	-1	90	-9	-3	2	0.9	3
Cc1ccc(S(=O)(=O)CC(C)N2CCOCC2)c(S(=O)(=O)CC(C)N2CCOCC2)c1 (configuration not stated)	-1.2	6	0	128	-12	-13	-1	1	-5
COC(=O)[C@H](C)NC(=O)Nc1cccc(C(F)(F)F)c1	0.044	-1	0	90	-1	1	-8	0.9	8
COc1ccc(N2CC(C(=O)Nc3ccc(F)cc3F)CC2=O)cc1 (configuration not stated)	-0.44	5	-4	113	-10	-10	2	1	-4
O=C(C1CC1)N1CCc2cc(S(=O)(=O)N(CCO)Cc3ccccc3)ccc21	4.2*	9	-5	107	-11	-32	4	0.9	-3
O=C(Cc1ccccc1)Nc1ccccc1N1CCN(c2ccccc2)CC1	-1.1	0	-3	91	0	3	-9	0.9	-2
O=C(O)c1cc2c(s1)CCCC2	-0.6	-1	0	123	-1	4	-12	1	15
CCOC(=O)CSc1nc2ccccc2n1CC(=O)NC(C)(C)C	-0.0031	5	-1	95	-1	3	-2	0.9	-5
COc1cc(C2C(C#N)=C(N)Oc3n[nH]c(C)c32)cc2c1OCO2 (configuration not stated)	-0.18	12	-2	106	0	15	8	0.9	6
CN(C)CCNc1oc(COc2cccc(Cl)c2)nc1C#N	-0.32	4	-1	99	1	1	-22	1	6
N#Cc1ccc(COC(=O)CSc2nnc(C3CCCCC3)n2N)cc1	1	-17	0	93	-4	-14	-3	1	-8

Further records follow:
SMILES	D1 mod	FXIIa inh mix	Hsp90 block	HER2 expr 66K	Cdc25B block	RORA act	MKP-1 inh	TNAP act mid DEA	SF-1 act
Cc1cn(C2CC3OCC3O2)c(=O)[nH]c1=O (configuration not stated)	/	3	0	79	2	12	3	0.9	-4
CSc1nsc(SC)c1NC(=O)Nc1ccccn1	/	42	-4	55	-7	-24	-3	0.9	-1
N#CCc1ccc(NS(=O)(=O)c2cccs2)cc1	-0.52	11	0	96	-6	-24	6	0.9	-8
CC(C)CCNC(=O)Cn1cc2c(n1)CCCCC2	-0.033	4	0	100	-6	-2	-10	0.9	-24
COC(=O)C1CCN(c2cc(=O)n(-c3ccc(OC)cc3)c(=O)[nH]2)CC1	1.2	7	-3	87	7	-10	1	1	-6
COc1ccc(C(=O)OCn2nnc3ccccc3c2=O)cc1OC	/	-16	-2	97	-14	-22	-3	0.9	0
CCOc1ccc(C2c3c(oc4ccccc4c3=O)C(=O)N2CCCN2CCOCC2)cc1OCC (configuration not stated)	-0.21	5	-5	100	-6	22	4	1	-8
CCOC(=O)N1CCC(NC(=O)c2ccc3c(c2)sc2nc(-c4ccccc4)cn23)CC1	/	6	0	47	17	53*	?	0.9	22
COCc1cc(C)nc2sc3c(=O)oc(C)nc3c12	0.5	16	-8	71	-1	-2	-38	0.9	9
CC1CC(C)CN(CCCNC(=O)c2ccc3c(c2)NC(=O)C(N2CCCCC2)S3)C1 (configuration not stated)	1.7	-15	1	83	13	11	-1	0.9	-4
O=c1[nH]c2sc3c(c2c2nncn12)CCCC3	0.47	5	-3	119	-4	8	-8	0.8	1
COC(=O)CN(Cc1ccco1)S(=O)(=O)c1ccccc1	-0.015	8	-4	70	-5	-6	6	0.9	-12
COc1cc(C(=O)NCc2nnc(SCC(=O)N3CCc4ccccc43)o2)cc(OC)c1OC	-0.036	-16	-3	96	9	14	-10	1	-8
COc1ccc(-c2nc3oc4cc(OC)ccc4c(=O)c3c(=O)n2Cc2ccco2)cc1	-0.14	5	-5	71	12	25	27	0.9	2
CCCc1nnc(NC(=O)c2cccc(OC)c2)s1	-0.57	5	-6	105	-11	57*	7	0.9	37
O=C(NCCCN=C1NS(=O)(=O)c2ccccc21)c1ccc(S(=O)(=O)N2CCCCC2)cc1	-0.016	-18	-2	79	5	2	9	0.9	-2
O=C(Nc1cc(Cl)ccc1Cl)c1noc2c1CCCC2	-1	-28	-2	99	-4	11	-6	0.9	14
OC(COCc1ccco1)CN1CCN(C(c2ccccc2)c2ccccc2)CC1 (configuration not stated)	-0.32	8	0	108	-8	-20	0	0.9	4
O=C(CN1CCOCC1)Nc1ccc(Br)cn1	-0.91	3	2	/	-24	-7	-1	1	-4
CCOC(=O)Cc1csc(NC(=O)CN(C)S(=O)(=O)c2cccc3cccnc23)n1	/	-1	-5	58	-3	-8	3	1	-10

An excerpt of these results, with two lines to a compound.
Value order: D1 mod, FXIIa inh mix, Hsp90 block, HER2 expr 66K, Cdc25B block, RORA act, MKP-1 inh, TNAP act mid DEA, SF-1 act
O=C(C1CC1)N1CCc2cc(S(=O)(=O)N(CCO)Cc3ccccc3)ccc21
→ 4.2*, 9, -5, 107, -11, -32, 4, 0.9, -3
O=C(Cc1ccccc1)Nc1ccccc1N1CCN(c2ccccc2)CC1
→ -1.1, 0, -3, 91, 0, 3, -9, 0.9, -2
O=C(O)c1cc2c(s1)CCCC2
→ -0.6, -1, 0, 123, -1, 4, -12, 1, 15
CCOC(=O)CSc1nc2ccccc2n1CC(=O)NC(C)(C)C
→ -0.0031, 5, -1, 95, -1, 3, -2, 0.9, -5
COc1cc(C2C(C#N)=C(N)Oc3n[nH]c(C)c32)cc2c1OCO2 (configuration not stated)
→ -0.18, 12, -2, 106, 0, 15, 8, 0.9, 6
CN(C)CCNc1oc(COc2cccc(Cl)c2)nc1C#N
→ -0.32, 4, -1, 99, 1, 1, -22, 1, 6
N#Cc1ccc(COC(=O)CSc2nnc(C3CCCCC3)n2N)cc1
→ 1, -17, 0, 93, -4, -14, -3, 1, -8
Cc1cn(C2CC3OCC3O2)c(=O)[nH]c1=O (configuration not stated)
→ /, 3, 0, 79, 2, 12, 3, 0.9, -4
CSc1nsc(SC)c1NC(=O)Nc1ccccn1
→ /, 42, -4, 55, -7, -24, -3, 0.9, -1
N#CCc1ccc(NS(=O)(=O)c2cccs2)cc1
→ -0.52, 11, 0, 96, -6, -24, 6, 0.9, -8
CC(C)CCNC(=O)Cn1cc2c(n1)CCCCC2
→ -0.033, 4, 0, 100, -6, -2, -10, 0.9, -24
COC(=O)C1CCN(c2cc(=O)n(-c3ccc(OC)cc3)c(=O)[nH]2)CC1
→ 1.2, 7, -3, 87, 7, -10, 1, 1, -6
COc1ccc(C(=O)OCn2nnc3ccccc3c2=O)cc1OC
→ /, -16, -2, 97, -14, -22, -3, 0.9, 0
CCOc1ccc(C2c3c(oc4ccccc4c3=O)C(=O)N2CCCN2CCOCC2)cc1OCC (configuration not stated)
→ -0.21, 5, -5, 100, -6, 22, 4, 1, -8
CCOC(=O)N1CCC(NC(=O)c2ccc3c(c2)sc2nc(-c4ccccc4)cn23)CC1
→ /, 6, 0, 47, 17, 53*, ?, 0.9, 22
COCc1cc(C)nc2sc3c(=O)oc(C)nc3c12
→ 0.5, 16, -8, 71, -1, -2, -38, 0.9, 9
CC1CC(C)CN(CCCNC(=O)c2ccc3c(c2)NC(=O)C(N2CCCCC2)S3)C1 (configuration not stated)
→ 1.7, -15, 1, 83, 13, 11, -1, 0.9, -4
O=c1[nH]c2sc3c(c2c2nncn12)CCCC3
→ 0.47, 5, -3, 119, -4, 8, -8, 0.8, 1

More compounds:
SMILES	D1 mod	FXIIa inh mix	Hsp90 block	HER2 expr 66K	Cdc25B block	RORA act	MKP-1 inh	TNAP act mid DEA	SF-1 act
COc1cccc(C2Nc3ccccc3C(=O)N2O)c1O (configuration not stated)	-1.3	1	7	83	-18	-15	8	0.7	-7
O=C(NCc1cccs1)c1noc2c1CCCCC2	1.1	-3	0	88	7	40	2	0.9	45
CC(C)CC(NC(=O)C1CCCN1C(=O)OC(C)(C)C)C(=O)NCC(N)=O (configuration not stated)	0.014	8	2	85	7	-14	-17	0.9	1
Cc1cccc(NC(=O)Nc2cccc(C#N)c2)n1	2.1	3	-2	55	-5	8	-2	0.8	2
CN1CCN(/C=C2\SC(=S)NC2=O)CC1	-0.02	8	2	103	-1	8	20	0.9	10
c1cncc(-c2nc3c4ccccc4nc(N4CCC(N5CCCCC5)CC4)n3n2)c1	0.83	0	-2	76	-2	11	3	0.9	11
COn1c(=S)[nH]c2ccccc2c1=O	-0.54	/	4	113	19	-11	-19	0.9	-8
O=C(Nc1ccccc1C(=O)N1CCCCC1)c1cccc(S(=O)(=O)N2CCOCC2)c1	1.7	5	-1	118	1	-14	1	0.9	-15
COc1ccc(-n2ccnc2SCC(=O)NCc2ccc3c(c2)OCO3)cc1	0.7	7	0	94	-10	-10	4	0.9	6
COc1cc(OC)cc(-c2nc(-c3ccccc3OC)no2)c1	0.26	6	-1	77	-7	-17	-35	0.9	8
Cc1cc(C(=O)NCc2ccccc2)no1	-0.57	7	-3	88	-9	-1	9	0.9	0
Cc1cc(C)c2cc(CN(Cc3nnnn3C3CCCCC3)CC3CCCO3)c(=O)[nH]c2c1 (configuration not stated)	-0.36	9	1	65	-9	25	34	0.9	-8
CCN1C(=O)/C(=C/N(C)c2ccccc2)OC1=S	/	-5	-2	131	-17	2	0	0.9	4
CCOC(=O)N/C(N)=N/c1nc2ccccc2s1	-0.49	0	1	87	1	39	11	1	18
C=CCSc1nc2c(c(=O)[nH]c(=O)n2C)n1C(C)C	9.5*	6	-1	87	5	-19	15	0.9	-18
